# Pol III holo inh – inhibitors of bacterial DNA polymerase III holoenzyme. reconstituted DNA polymerase III holoenzyme replication, biochemical. Potency, µM (series often up to 57.1 µM), without a hit: top-dose activity change, negative = inhibition. AID 603. hit rate 0.25% among 71,000; further: potency means the concentration at half of the fitted maximal effect; on the % scale 0 is the no-effect control and ±100 the full control effect
#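 Reconstituted *E. coli* holoenzyme (0.35 nM Pol III, 1 nM beta, 154 nM SSB, 2 nM primase) was preincubated with compound for 15 min at RT. Synthesis on 1.4 nM ssM13Gori ran 35 min, then was stopped with PicoGreen/EDTA and read as dsDNA fluorescence.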
# BRCT inh red – BRCT-phosphoprotein interaction inhibition (red fluorophore). AID 892. P38398. Potency, µM (top dose mostly 76.9 µM), for inactives: top-dose activity change, negative = inhibition, usual class: inhibitors. BRCT-phosphopeptide binding, red fluorescence polarization. hit rate 0.03% among 75,000; further: on the % scale 0 is the no-effect control and ±100 the full control effect
#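 Rhodamine-labelled pBACH1 10-mer (100 nM) bound to BRCT domain (100 nM) at pH 7.3; compounds incubated 12 min room temperature, polarization read. Free peptide defines full inhibition; unlabelled decapeptide titrated as control.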
# GFP derepression – derepresses silenced GFP locus in mouse C127i cells; hit rate 0.09% among 68,000; AID 597; mouse C127i GFP locus derepression, cytometry, 30 h; Potency, µM (highest dose often 46.1 µM), without a hit: at the top dose GFP derepression (activation); further: % of control where 0% means no effect
#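 Derepression screen: silenced CMV-GFP reporter in murine C127i cells, 30 h compound incubation at 37 C, washed cells imaged by laser-scanning cytometer to enumerate GFP-expressing objects of 20 to 120 um.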
# HADH2 inhib – inhibitors of human HADH2 dehydrogenase. recombinant HADH2, NADH fluorescence, beta-hydroxybutyryl-CoA. Potency, µM (top dose mostly 57.1 µM), for inactives: top-dose activity change, negative = inhibition, hits mostly inhibitors. hit rate 3.4% among 73,000; further: potency means the concentration at half of the fitted maximal effect; on the % scale 0 is the no-effect control and ±100 the full control effect; nearly all actives have a fitted effect of over 60% in size; many of its hits are not listed in these tables
# Target sequence (Q99714 whole entry, looked up, one chain of several): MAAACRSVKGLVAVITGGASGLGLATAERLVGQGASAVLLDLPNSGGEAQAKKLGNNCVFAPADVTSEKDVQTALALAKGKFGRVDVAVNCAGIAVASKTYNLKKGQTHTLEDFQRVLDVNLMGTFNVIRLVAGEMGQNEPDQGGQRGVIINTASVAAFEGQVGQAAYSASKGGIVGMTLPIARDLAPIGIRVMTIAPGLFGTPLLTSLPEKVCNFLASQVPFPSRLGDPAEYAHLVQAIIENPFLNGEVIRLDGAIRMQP
#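 NADH fluorescence (ex 360/em 450 nm) read every 30 s for 4 min; activity taken as last-minus-first time point difference. Enzyme 20 nM, NAD+ 1 mM, beta-hydroxybutyryl-CoA 90 uM, pH 9.0 Tris buffer.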
# Hsp90 Hop PPI – changes Hsp90-Hop TPR2A binding signal, up or down. hit rate 0.44% among 71,000. AlphaScreen TPR2A-His6 binding biotin-Hsp90 C-terminal peptide. AID 595. Potency, µM (highest dose often 57 µM), inactives show at the highest dose activity change, negative = inhibition; active means well fitted curve in either direction with a large enough effect; inconclusive means small, poorly fitted or top-dose-only effect, or another doubt; further: potency means the concentration at half of the fitted maximal effect; on the % scale 0 is the no-effect control and ±100 the full control effect; many of its hits are not listed in these tables
# Ub-GFP proteasome – inhibits proteasome, raising ubiquitin-GFP reporter fluorescence; Ubiquitin-GFP reporter cells, proteasome inhibition, GFP fluorescence; response scale: untreated = 0%, 10 µM MG-132 = 100%; Potency, µM (top dose mostly 45.9 µM), inactives show at the highest dose activation (GFP accumulation), hits mostly activators; 67,000 tested, under 10 active; AID 526; active means well fitted activation curve with a large enough effect, not every such curve was filed as active; inconclusive means small, poorly fitted or top-dose-only effect, or another doubt; inactive means no such curve, though single readings can be large or run the other way; further: potency means the concentration at half of the fitted maximal effect
#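 Reporter cells (U2OS, ubiquitin-G76V-GFP fusion) are plated overnight, then treated 4 hr at 37 °C with compound titrations from 46 uM down to 2.9 nM. Activity is scaled against untreated cells and 10 uM MG-132.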
# BRCT PPI green – inhibitors of human BRCA1 BRCT-phosphoprotein interaction (green fluorophore); hit rate 0.05% among 75,000; P38398; Potency, µM (titrated, usually from 76.9 µM), for the others: at the highest dose activity change, negative = inhibition, actives largely listed as inhibitors; BRCA1 BRCT-phosphopeptide binding, green fluorescence polarization; AID 875;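 further: potency means the concentration at half of the fitted maximal effect; plate controls were peptide without protein for full effect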
#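 Compounds were incubated for 12 min at room temperature with a complex of 100 nM fluorescein-tagged pBACH1 decapeptide and 250 nM His-tagged BRCT protein. Buffer was phosphate pH 7.3 with EDTA, DTT and Tween 20. Disruption of binding lowers the polarization signal.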
# USP2a inh – inhibitors of human ubiquitin-specific protease USP2a. AID 927. Potency, µM (highest dose often 38.3 µM), inactives show at the top dose activity change, negative = inhibition, most hits filed as inhibitors. hit rate 0.1% among 60,000. USP2a enzymatic assay, qHTS inhibition;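 further: potency means the concentration at half of the fitted maximal effect; nearly all actives have a fitted effect of over 60% in size; plate controls were DMSO for no effect and NEM full inhibition control for full effect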
# Target sequence (O75604 whole entry, looked up): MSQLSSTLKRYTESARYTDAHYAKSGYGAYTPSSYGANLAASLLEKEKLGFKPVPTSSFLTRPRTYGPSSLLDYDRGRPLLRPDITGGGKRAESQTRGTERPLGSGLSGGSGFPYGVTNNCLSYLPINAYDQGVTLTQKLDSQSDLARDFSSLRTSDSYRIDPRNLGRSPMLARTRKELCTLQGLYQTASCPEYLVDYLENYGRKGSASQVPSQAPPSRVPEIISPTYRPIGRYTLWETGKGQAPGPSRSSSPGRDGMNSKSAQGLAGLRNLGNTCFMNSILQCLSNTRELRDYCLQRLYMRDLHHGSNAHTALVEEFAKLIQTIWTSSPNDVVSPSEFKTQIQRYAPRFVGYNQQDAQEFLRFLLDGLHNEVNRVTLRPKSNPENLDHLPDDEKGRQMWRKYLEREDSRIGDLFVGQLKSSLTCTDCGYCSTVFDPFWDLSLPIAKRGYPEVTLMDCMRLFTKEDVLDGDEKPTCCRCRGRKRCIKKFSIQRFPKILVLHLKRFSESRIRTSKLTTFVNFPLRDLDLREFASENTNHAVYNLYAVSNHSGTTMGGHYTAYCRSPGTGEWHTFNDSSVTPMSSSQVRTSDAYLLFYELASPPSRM
#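 USP2 core (20nM final) preincubated 30 min RT with compound, then Ub-PLA2 20nM and NBD C6-HPC 20uM final added; buffer 20mM Tris-HCl pH 8.0, 2mM CaCl2. Fluorescence Ex 460/Em 535 read at 0 and 2.5 h; normalized to NEM.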
# HBB splicing – alters splicing of the hemoglobin beta chain | AID 925 | Potency, µM (titrated, usually from 46.1 µM), without a hit: top-dose activation, usual class: activators | hit rate 0.06% among 65,000 | HBB splicing reporter cell assay, activation; EGFP reporter with mutant IVS2-654 intron; response scale: normalised to 500 nM splice-correcting PNA; further: potency means the concentration at half of the fitted maximal effect; 0% is about no effect
#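 HeLa cells stably expressing EGFP interrupted by mutant beta-globin intron 2 (IVS2-654), 500/well in 2% FCS. Treated with compound for 2 days at 37C. Splicing correction scored as total well GFP intensity (488 nm excitation, 500-520 nm emission); 500 nM antisense PNA served as control.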
# 15-hLO inh – 15-hLO (ALOX15) enzyme inhibition; P16050; purified 15hLO-1, xylenol orange hydroperoxide absorbance; Potency, µM (top dose mostly 57.1 µM), inactives show at the top dose activity change, negative = inhibition, usual class: inhibitors; hit rate 1.4% among 74,000; AID 887; further: potency means the concentration at half of the fitted maximal effect; on the % scale 0 is the no-effect control and ±100 the full control effect; nearly all actives have a fitted effect of over 55% in size
#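 Hydroperoxide formed from arachidonic acid (50 uM) by purified human 15hLO-1 (40 nM) oxidizes ferrous iron, and the ferric-xylenol orange complex is read at 573 versus 405 nm. Compounds were preincubated 15 min; reaction ran 6 min at room temperature.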
# CRE-bla Fsk – modulators of forskolin-stimulated CRE signaling in CHO cells. Potency, µM (highest dose often 38.2 µM), inactives show at the top dose activity change, negative = inhibition, actives largely listed as activators. CHO CRE-bla reporter (cAMP response element driving beta-lactamase), forskolin EC10, beta-lactamase ratio. hit rate 2.5% among 71,000. AID 662; active means well fitted activation curve with a large enough effect in the signal ratio, with a control signal flat, not every such curve was filed as active; inconclusive means small, poorly fitted or top-dose-only effect, or effect the other way, or a change in a side signal; the % refers to the signal ratio; further: potency means the concentration at half of the fitted maximal effect; % of control where 0% means no effect
#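 Modulation of forskolin-driven signalling is measured in CHO cells carrying a CRE-controlled beta-lactamase reporter. Cells are stimulated with EC10 NKH 477 in the presence of titrated compound for 3 h at 37 °C, then loaded with CCF4 for 2 h at room temperature.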
# Starred values were filed as active, the others as inactive; u = inconclusive; x = no result given; [ ] = another dose, or the depositor's remark. Unless noted, the call rests on the fitted dose curve; in most records, active means well fitted curve in the direction sought with a large enough effect; inconclusive means small, poorly fitted or top-dose-only effect, or another doubt; inactive means no such curve, though single readings can be large; an effect the other way counts as inactive or inconclusive.
SMILES,Pol III holo inh,BRCT inh red,GFP derepression,HADH2 inhib,Hsp90 Hop PPI,Ub-GFP proteasome,BRCT PPI green,USP2a inh,HBB splicing,15-hLO inh,CRE-bla Fsk
CCC(CC)C(=O)NCCNC(=O)C(CC)CC,-8%,-0.7%,0%,2%,-17%,0%,2.5%,30%[activator],-1.1%,16%,2µM*
Cc1cccc(OCCOCCSc2ncccn2)c1,-1%,-0.8%,4%,-2%,12%,-12%,-2.1%,3%,-0.1%[9.22 µM],7%,2%
Cc1c(C(=O)NCc2cccnc2)oc2ccc(S(=O)(=O)N3CCCCCC3)cc12,-6%,-0.1%,4%,2%,-2%,3%,1.7%,59%[activator],-0.7%,3%,0%
Cc1ccc(-c2cc(C(=O)N3CCCC3)no2)cc1,3%,0.0%,5%,19%,2%,2%,-0.1%,4%,-0.2%,8%,-1%
Cc1ccc2c(CN3CCN(S(=O)(=O)c4ccc5c(c4)OCCO5)CC3)cc(=O)oc2c1C,-2%,1.3%,2%,6%,-5%,1%,1.5%,26%,-0.9%,-15%,u
COC(=O)Cn1c(C(=O)N(C)C)cc2c1C[C@H]1CN(C(=O)c3ccccc3)[C@@](Cc3ccc(F)cc3)(C(=O)OC)[C@@H]21,15%,-1.7%,x,7%,-1%,x,0.4%,x,0.2%,x,-15%
CCOC(=O)CC(=O)Nc1nc2ccccc2s1,2%,0.1%,-2%,-9%,1%,1%,-1.8%,26%,-0.3%,-14%,-4%
CC(=O)N1CCc2cc(S(=O)(=O)NCCN3CCC(C)CC3)ccc21,-4%,-1.9%,1%,9%,0%,-10%,-1.1%,8%,-3.3%,0%,26%
CCOC(=O)c1ccccc1NC(=O)c1ccccc1NS(C)(=O)=O,4%,0.3%,-2%,u,11%,1%,-1.7%,9%,0.9%,8%,u
CC1CCC2(CC1)NC(=O)N(Cc1nc(-c3ccccc3)no1)C2=O (configuration not stated),-6%,0.3%,3%,5%,-1%,-5%,-0.9%,5%,-0.1%[57.5 µM],2%,u
O=C1Cc2ccccc2C(=O)N1CCc1ccccc1,2%,1.8%,0%,2%,4%,2%,0.5%,x,0.2%,-11%,-14%
OC(COCC1COc2ccccc2O1)CN1CCc2ccccc2C1 (configuration not stated),u,-0.9%,1%,13%,-2%,1%,-2.2%,4%,0.3%[57.5 µM],6%,-17%
Cn1c(-n2c(CCCN3C(=O)c4ccccc4C3=O)nc3ccccc3c2=O)nc2ccccc21,-8%,-3.7%,-2%,6%,-4%,14%,0.2%,6%,2.9%,3%,u
Cc1nn(C)c(C)c1S(=O)(=O)N(CC(=O)NCCCOC(C)C)c1ccc(C(C)C)cc1,-2%,-0.7%,-2%,22%,-1%,15%,2.1%,35%[activator],-0.3%[1.84 µM],-2%,-12%
Cc1cc2ccccc2nc1SCC(=O)N1CCCC1,-7%,-1.6%,0%,-4%,-1%,1%,0.2%,3%,x,-2%,13%

# Quoted at random: two compounds from above.
SMILES,Pol III holo inh,BRCT inh red,GFP derepression,HADH2 inhib,Hsp90 Hop PPI,Ub-GFP proteasome,BRCT PPI green,USP2a inh,HBB splicing,15-hLO inh,CRE-bla Fsk
Cn1c(-n2c(CCCN3C(=O)c4ccccc4C3=O)nc3ccccc3c2=O)nc2ccccc21,-8%,-3.7%,-2%,6%,-4%,14%,0.2%,6%,2.9%,3%,u
CCOC(=O)c1ccccc1NC(=O)c1ccccc1NS(C)(=O)=O,4%,0.3%,-2%,u,11%,1%,-1.7%,9%,0.9%,8%,u

# (list continues)
SMILES,Pol III holo inh,BRCT inh red,GFP derepression,HADH2 inhib,Hsp90 Hop PPI,Ub-GFP proteasome,BRCT PPI green,USP2a inh,HBB splicing,15-hLO inh,CRE-bla Fsk
O=C(O)c1ccc(CN2CCCCC2)o1,-3%,0.9%,-1%,-15%,0%,-3%,-0.2%,x,0.4%[57.5 µM],8%,-4%
O=C1c2ccccc2C(Nc2cccnc2)N1Cc1ccc2c(c1)OCO2 (configuration not stated),-2%,1.4%,x,-5%,-3%[2.3 µM],5%,-2.2%,x,-1.1%,11%,10%
Cc1ccc(C(O)c2nccn2C)o1 (configuration not stated),-5%,0.5%,0%,4%,-1%,6%,0.4%,-7%,-2.1%,-10%,u
Cc1cccc(NC(=O)CSc2nnc(-c3ccncc3)n2C)c1,2%,1.2%,-1%,-14%,-2%,-2%,-1.4%,-4%,-4.8%,1%,11%
C=CCn1c(N)c(C(=O)OCC(C)C)c2nc3ccccc3nc21,-2%,-0.5%,0%,u,15%,2%,-0.3%,13%,-1.5%[57.5 µM],-6%,u
Cc1ccc2[nH]c3nc(CCCn4ccnc4-c4ccccc4)nnc3c2c1,x,-0.6%[15.4 µM],x,-9%[11.4 µM],x,x,1.3%[15.4 µM],x,-0.1%[9.22 µM],5%[11.4 µM],x
O=C(CN(CCN1CCOCC1)C(=O)Cn1nnc(-c2ccc(F)cc2)n1)NC1CCCCC1,-4%,-3.0%,-3%,-7%,-2%,1%,-2.2%,5%,1.7%,-1%,-11%
O=C1CN(C(=O)c2ccccn2)c2ccccc2N1,-6%,0.6%,-1%,5%,-10%,0%,-2.9%,-4%,-1.4%,19%,6%
O=c1cc(CSc2ccc(S(=O)(=O)N3CCCCC3)cn2)nc2sccn12,-2%,-1.0%,-3%,4%,-1%,0%,2.4%,20%,-0.3%[57.5 µM],-3%,1%
COCCSc1ccccc1C(=O)Nc1ccncc1,0%,0.2%,-6%,u,-1%,-3%,0.1%,-4%,0.7%,u,-12%
CCOc1ccc(Nc2nc(Cc3nnc(SCC(N)=O)o3)cs2)cc1,-5%,0.8%,0%,-11%,-9%,10%,-1.6%,16%,-1.4%,1%,-9%
Cc1cn(C(=O)CN2C(=O)c3ccccc3C2=O)c(C)n1,-15%,0.8%,-4%,4%,-4%,-2%,-2.8%,-6%,-1.2%,5%,-5%
N#CC1=C(N)N(c2ccccc2)C2=C(C(=O)CCC2)C1c1cccs1 (configuration not stated),-6%,2.0%,10%,13µM*,-21%,4%,10%,25%,0.3%,u,-7%
CC(C)CN1CCC2(CC1)CCN(C(=O)c1ccco1)CC2,0%,0.4%,0%[9.22 µM],-6%,-1%,-2%,-3.9%,8%,0.4%,6%,-1%
CCCCC(c1nnnn1CC1CCCO1)N1CCN(c2nc3ccccc3s2)CC1 (configuration not stated),-5%,-1.3%,0%,-9%,2%,5%,0.1%,6%,-0.4%[57.5 µM],-13%,-9%
NC(=O)CSC1=Nc2ccccc2C2=NC(CCC(=O)NCc3ccc(F)cc3)C(=O)N12 (configuration not stated),-1%,-0.1%,1%,32µM*,-2%,2%,-0.5%,-5%,-2.4%,5%,u
C=CCSc1nnc2nc3c(nn12)c1cc(C)ccc1n3CC=C,-8%,-2.4%,-3%,7%,-18%,9%,-1.5%,9%,-1.5%,-14%,u
COc1ccc(OC)c(CN2CCN(C(=O)c3cccc4ccccc34)CC2)c1,-5%,0.2%,-2%,-2%,-9%,-6%,0.8%,10%,3.3%,-4%,-6%
COC(=O)c1ccc(=O)n(-c2ccc(OC)cc2)c1,4%,0.5%,2%,6%,-3%,-2%,-0.4%,-4%,-4.1%[0.369 µM],-1%,4%
COc1ccc(OC)c(NC(=O)c2c(NC(=O)CNCc3ccco3)sc3c2CCC3)c1,0%,0.7%,0%,u,-4%,3%,1.9%,39%[activator],-1.1%,-2%,29%
NC(=O)CSc1nc(-c2ccccc2Cl)ns1,2%,-0.2%,3%,1%,2%,0%,-0.6%,0%,-3.3%,2%,u
O=C(Nc1cccnc1)c1ccc(NC(=O)c2ccco2)cc1,0%,-0.3%,0%,9%,-1%,4%,-2.1%,0%,2.1%,-2%,6%
O=C(Nc1nc2c(s1)CCCC2)c1ccc(Br)o1,-10%[11.4 µM],-2.6%,2%,-17%[11.4 µM],-8%[11 µM],-8%[9.17 µM],0.1%,26%[7.66 µM],-0.9%[0.0738 µM],u,u
CCOC(=O)C1=C(N)N2C(=O)C(C)SC2=C(C(=O)OC)C1c1ccccc1OC (configuration not stated),-2%,-1.5%,3%,9%,-3%,-3%,-1.0%,18%,-0.7%,5%,17%

# Not all compounds are listed. The share of hits here may be higher or lower than overall.
